Screening results deposited in PubChem by several laboratories.
Phagocytosis inh – inhibitors of macrophage phagocytosis; J774A.1 macrophage IgG-bead phagocytosis, imaging; inhibition, % at 5 µM; actives 0.07% (n = 110,000); AID 1029;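 active = inhibition above the mean of the plate negative controls plus 5 SD, cut at about 13% in these data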;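 note: phagocytic index as fraction of beads internalized from green versus red external bead signal; plate controls were DMSO negative control for no effect and cytochalasin-D positive control for full effect; some results beyond the cut were filed as inactive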
PTEN del growth – growth suppressors of cells with PTEN tumor suppressor deletion. actives 1.2% (n = 140,000). viability, % at 10 µM. HCT116 PTEN-null viability, CellTiter-Glo, 60 h; hits give low values;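 active = viability at or below a set limit, 4 SD under the median of all tested compounds, cut at about 3.7% in these data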;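 note: PTEN knockout HCT116 line with beta catenin targeted HCT116 as companion control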
MRP1 act – MRP-1 activation | H69AR cells + doxorubicin, viability rescue, CellTiter-Glo | viability increase, % at 10 µM | actives 0.61% (n = 140,000) | AID 799;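 active = viability gain under doxorubicin at or above a set limit, the compound median plus 3 SD, cut at about 4.7% in these data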;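 note: MRP-1 overexpressing cells given doxorubicin 25 µM after compound pretreatment; 18-22 h compound pretreatment then 72 h with doxorubicin before readout; 0% = doxorubicin-only wells and 100% = vehicle-treated cells without doxorubicin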
BB579 growth dn – chemicals that inhibit yeast BB579 growth in restrictive medium (lifespan-shortening candidates). S. cerevisiae BB579 growth, OD615, 48 h. inhibition, % at 10 µM. actives 0.51% (n = 140,000);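 active = inhibition above a set limit, 3 SD over the mean compound inhibition, cut at about 44% in these data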; note: inactives centre near -24
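Test system: Saccharomyces cerevisiae DeaD strain BB579, replicative lifespan model yeast | Buffer or medium: Restrictive CSMM-D medium | Doses: One dose, 10 µM compound with 0.25% DMSO | Incubation: 48 h exposure, 30 °C | Detection: Culture absorbance at 615 nm | Control set: Amphotericin B at 10 µg/mL as positive control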
bCat KO growth – beta-catenin-lacking colon tumor cell growth suppression. HCT116 beta-catenin knockout viability, CellTiter-Glo, 60 h; hits give low values. viability, % at 10 µM. actives 1.5% (n = 140,000). AID 818;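 active = viability at or under a set limit, the compound median less 4 SD, cut at about 6% in these data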;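 note: 0% = Hyamine 1622 control at 20 µM and 100% = untreated cell control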
Measles CPE – protection of cells from measles virus | actives 1.5% (n = 140,000) | protection (pct of control), % at 4 µM | Measles virus-infected cells, CPE protection, absorbance | AID 841; in the data active = protection mostly above about 24%, no sharp cut-off; inactive = mostly below about 26%; note: some compounds called inactive have numbers as strong as hits
GALR2 blocker – antagonists of human galanin receptor 2 (GALR2); GALR2-expressing cells, antagonist mode; inhibition, % at 4 µM; O43603; actives 0.39% (n = 140,000); AID 828; in the data active = inhibition above about 27%;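 note: cells stimulated with galanin 1-16 at roughly its EC80; 0% = agonist challenge control and 100% = basal control without agonist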
Target sequence (O43603 whole entry, looked up): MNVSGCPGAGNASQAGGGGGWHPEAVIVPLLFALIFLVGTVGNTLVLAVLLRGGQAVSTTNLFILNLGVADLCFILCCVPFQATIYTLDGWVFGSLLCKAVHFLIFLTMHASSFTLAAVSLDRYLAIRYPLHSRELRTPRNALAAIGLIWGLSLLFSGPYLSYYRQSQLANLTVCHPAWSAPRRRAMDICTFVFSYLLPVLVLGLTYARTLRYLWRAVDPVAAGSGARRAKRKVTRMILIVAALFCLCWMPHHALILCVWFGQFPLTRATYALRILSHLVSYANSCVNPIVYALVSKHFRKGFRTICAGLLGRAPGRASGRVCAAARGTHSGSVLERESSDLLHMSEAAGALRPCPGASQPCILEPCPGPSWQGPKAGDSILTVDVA
E-sel TNF inh – TNF alpha driven E-selectin expression inhibition; actives 0.71% (n = 120,000); AID 1246; HUVEC TNFa-induced E-selectin immunofluorescence, high content; inhibition, % at 2 µM;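 active = inhibition above the batch mean plus 3 SD, and confirmed as a hit on visual image review, cut at about 43% in these data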;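 note: 0% = TNF-stimulated DMSO wells and 100% = unstimulated control wells; not every result past the cut was called active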
Yeast lifespan up – yeast lifespan extension; actives 0.68% (n = 130,000); inhibition of the nicotinamide effect, % at 10 µM; S. cerevisiae growth with nicotinamide, OD615; deaD strain in restrictive glucose medium;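 active = inhibition above a set limit, placed 3 SD over the median of all compounds, cut at about 26% in these data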;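 note: 0% = nicotinamide-treated wells and 100% = cells grown without nicotinamide; some compounds called inactive have numbers as strong as hits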
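System: Modified budding yeast, DeaD strain | Buffer or medium: Restrictive glucose medium | Also added: 1.5 mM nicotinamide | Doses: 10 µM single point, 0.25% DMSO | Schedule: 48 h compound exposure at 30 °C, humidified | Detection: Absorbance at 615 nm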
NPY-Y2 antag – antagonists of human neuropeptide Y receptor Y2; NPY-Y2 expressing cells, antagonist mode; P49146; actives 0.99% (n = 140,000); inhibition, % at 2.7 µM; in the data active = inhibition above about 17%;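 note: 0% = vehicle with agonist challenge and 100% = reference antagonist with challenge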
Target sequence (P49146 whole entry, looked up): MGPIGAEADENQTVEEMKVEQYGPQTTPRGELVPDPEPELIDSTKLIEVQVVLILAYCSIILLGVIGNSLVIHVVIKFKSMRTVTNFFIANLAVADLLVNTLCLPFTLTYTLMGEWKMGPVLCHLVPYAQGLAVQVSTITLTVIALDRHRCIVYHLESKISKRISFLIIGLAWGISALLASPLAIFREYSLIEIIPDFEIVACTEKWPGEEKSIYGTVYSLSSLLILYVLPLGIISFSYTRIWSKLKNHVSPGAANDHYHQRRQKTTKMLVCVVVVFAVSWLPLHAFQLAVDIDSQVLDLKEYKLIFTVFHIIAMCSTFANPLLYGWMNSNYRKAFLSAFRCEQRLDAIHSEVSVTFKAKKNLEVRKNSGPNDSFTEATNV
Numbers without * were called inactive; · = not tested or not shown.

cpd	Structure	Phagocytosis inh	PTEN del growth	MRP1 act	BB579 growth dn	bCat KO growth
1	COc1ccc(CCN(Cc2cc3cccc(C)c3[nH]c2=O)C(=O)NC2CCCCC2)cc1OC	-1	79	0.6	-11	74
2	CCOC(=O)c1cc(CC)sc1NC(=O)c1cc([N+](=O)[O-])ccc1N1CCOCC1	·	17	-3.3	-2	16
3	C/C(Cl)=C/Cc1c(C)[nH]c2ccc(C)cc2c1=O	·	99	-3.9	-36	96
4	Nc1nc(NCCCN2CCOCC2)nc(Nc2ccc(F)cc2)c1[N+](=O)[O-]	6	71	-4.9	-9	68
5	O=[N+]([O-])c1ccc(S(=O)(=O)NCC2CCCO2)cc1 (centres undefined)	-11	93	-2.8	-31	76
6	CCOC(=O)c1sc(NC(=O)c2ccc(C)s2)cc1C	·	90	-1.8	-53	96
7	CCCCCN(C(=O)NC(=O)Nc1ccccc1C)S(=O)(=O)c1ccccc1	·	73	-1.5	9	77
8	O=C(CC1C(=O)NC2CCCCC2N1C(=O)c1ccc(F)cc1)Nc1ccccc1 (centres undefined)	-2	87	-1.0	12	89
9	CO[C@@]1(NC(=O)Cc2cccs2)C(=O)N2C(C(=O)O)=C(COC(N)=O)CS[C@@H]21	·	106	-1.6	-13	88
10	O=C(Nc1cc(Cl)cc(Cl)c1)C1CCC(=O)N1Cc1ccccc1Cl (centres undefined)	-1	60	-2.5	-5	59
11	COc1cc(/C=C(\C#N)C(=O)NCc2cccs2)ccc1O	-7	90	-3.4	-50	90
12	Nc1nonc1N1CCCCC1	-1	98	0.3	-25	97

cpd	Measles CPE	GALR2 blocker	E-sel TNF inh	Yeast lifespan up	NPY-Y2 antag
1	1	-3	13	-6	1
2	11	-3	·	-6	2
3	5	-10	-5	-27	0
4	8	-17	·	-4	1
5	16	6	·	0	2
6	3	10	-18	-8	3
7	·	11	·	-4	-1
8	1	-6	15	-6	3
9	22	-1	·	1	-1
10	15	1	32	-2	4
11	16	3	·	-6	-1
12	19	-1	29	-12	-1

9 entries from above, sorted by number of heavy atoms, ascending:
cpd	Structure	Phagocytosis inh	PTEN del growth	MRP1 act	BB579 growth dn	bCat KO growth
12	Nc1nonc1N1CCCCC1	-1	98	0.3	-25	97
3	C/C(Cl)=C/Cc1c(C)[nH]c2ccc(C)cc2c1=O	·	99	-3.9	-36	96
5	O=[N+]([O-])c1ccc(S(=O)(=O)NCC2CCCO2)cc1 (centres undefined)	-11	93	-2.8	-31	76
6	CCOC(=O)c1sc(NC(=O)c2ccc(C)s2)cc1C	·	90	-1.8	-53	96
11	COc1cc(/C=C(\C#N)C(=O)NCc2cccs2)ccc1O	-7	90	-3.4	-50	90
10	O=C(Nc1cc(Cl)cc(Cl)c1)C1CCC(=O)N1Cc1ccccc1Cl (centres undefined)	-1	60	-2.5	-5	59
4	Nc1nc(NCCCN2CCOCC2)nc(Nc2ccc(F)cc2)c1[N+](=O)[O-]	6	71	-4.9	-9	68
2	CCOC(=O)c1cc(CC)sc1NC(=O)c1cc([N+](=O)[O-])ccc1N1CCOCC1	·	17	-3.3	-2	16
1	COc1ccc(CCN(Cc2cc3cccc(C)c3[nH]c2=O)C(=O)NC2CCCCC2)cc1OC	-1	79	0.6	-11	74

cpd	Measles CPE	GALR2 blocker	E-sel TNF inh	Yeast lifespan up	NPY-Y2 antag
12	19	-1	29	-12	-1
3	5	-10	-5	-27	0
5	16	6	·	0	2
6	3	10	-18	-8	3
11	16	3	·	-6	-1
10	15	1	32	-2	4
4	8	-17	·	-4	1
2	11	-3	·	-6	2
1	1	-3	13	-6	1

Profiles from above:
`O=C(CC1C(=O)NC2CCCCC2N1C(=O)c1ccc(F)cc1)Nc1ccccc1` (centres undefined) across the screens: Phagocytosis inh: -2; PTEN del growth: 87; MRP1 act: -1.0; BB579 growth dn: 12; bCat KO growth: 89; Measles CPE: 1; GALR2 blocker: -6; E-sel TNF inh: 15; Yeast lifespan up: -6; NPY-Y2 antag: 3
`CCOC(=O)c1cc(CC)sc1NC(=O)c1cc([N+](=O)[O-])ccc1N1CCOCC1` across the screens: Phagocytosis inh: ·; PTEN del growth: 17; MRP1 act: -3.3; BB579 growth dn: -2; bCat KO growth: 16; Measles CPE: 11; GALR2 blocker: -3; E-sel TNF inh: ·; Yeast lifespan up: -6; NPY-Y2 antag: 2

(cont.)
cpd	Structure	Phagocytosis inh	PTEN del growth	MRP1 act	BB579 growth dn	bCat KO growth
13	CC(=O)Nc1ccc(NC(=O)CSc2nnc(-c3ccco3)n2Cc2ccco2)cc1	-2	86	-5.7	-45	70
14	Cc1ccc(C(=O)C[n+]2cc(-c3ccc(C)cc3)n3c2CCCCC3)cc1	2	5	-1.7	22	3.5*
15	O=C(O)CSc1ccccn1	0	100	-0.7	-33	107
16	CCOC(=O)c1ccccc1NC(=O)CN1C(=O)CCS(=O)(=O)c2ccccc21	·	88	-3.1	-27	87
17	Cc1nn(C)c(C(=O)N/N=C/c2ccc(Br)cc2)c1Cl	6	95	0.8	-13	95
18	COC(=O)[C@@H](NC(=O)N(C1CCCCC1)C1CCCCC1)C(C)C	·	90	-1.3	-36	90
19	C/C(CCc1ccc2c(c1)OCO2)=N\N=C1\NC(=O)CC(C(=O)Nc2ccc(Cl)cc2)S1 (centres undefined)	·	88	-0.9	-13	88
20	Clc1ccc2nc(N3CCCCC3)[nH]c2c1	0	87	-3.4	2	88
21	COc1ccc(CCN(C)C(=O)C2CCCN(Cc3ccc(OC)c(OC)c3)C2)cc1OC (centres undefined)	·	94	-1.1	-14	96
22	O=C(Nc1cccc(C(=O)N2CCOCC2)c1)c1cncc(Br)c1	-1	98	-0.4	1	106
23	O=C(COC(=O)Cc1cccc(C(F)(F)F)c1)NCC1CCCO1 (centres undefined)	-1	104	-0.7	13	88
24	CCOc1ccc(NC(=O)Cn2nc(-c3ccccc3Cl)n(CC)c2=S)cc1	2	86	0.7	-20	80
25	Cc1ccccc1-c1nc2sc3c(c2c(=O)o1)CCC3	·	74	-3.0	-5	78
26	Cc1ccc(-c2nc(CCN3C(=O)c4ccccc4C3=O)cs2)cc1	·	80	1.0	-53	101
27	Cc1cccc(CNC(=O)c2ccccc2N)c1	1	86	-1.6	-33	94

cpd	Measles CPE	GALR2 blocker	E-sel TNF inh	Yeast lifespan up	NPY-Y2 antag
13	6	4	-6	-12	0
14	17	-11	-10	-15	32*
15	21	-7	-1	-10	1
16	7	14	-9	-5	3
17	11	4	·	-1	2
18	22	0	7	0	3
19	3	-5	14	-7	9
20	16	8	-1	-8	4
21	8	-1	-14	-4	1
22	38*	-7	5	-9	1
23	4	-12	15	5	5
24	33	6	-18	-8	3
25	18	3	-21	·	0
26	5	-1	-1	-27	4
27	30	12	-16	1	1
